ATG4B inhibitor: inhibitors of human ATG4B cysteine protease; Q9Y4P1; ATG4B cleavage of LC3-PLA2, NBD-HPC fluorescence, 1 h; inhibition, % at 8.33 µM; hit rate 0.51% among 340,000; in the data active means inhibition above about 40%
Target sequence (Q9Y4P1 whole entry, looked up): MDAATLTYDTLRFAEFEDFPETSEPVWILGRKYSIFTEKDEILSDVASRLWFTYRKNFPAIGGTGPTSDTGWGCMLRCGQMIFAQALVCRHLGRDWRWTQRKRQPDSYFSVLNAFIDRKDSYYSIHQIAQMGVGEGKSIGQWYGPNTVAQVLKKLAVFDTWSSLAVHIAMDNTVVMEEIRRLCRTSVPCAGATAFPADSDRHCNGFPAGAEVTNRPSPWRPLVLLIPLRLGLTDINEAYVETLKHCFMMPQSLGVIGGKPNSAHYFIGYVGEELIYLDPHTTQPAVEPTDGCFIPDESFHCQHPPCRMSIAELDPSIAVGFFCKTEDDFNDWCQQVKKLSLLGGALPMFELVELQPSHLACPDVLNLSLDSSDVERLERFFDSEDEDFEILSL
hIAP inh: human IAP inhibition; P09923; purified IAP, CDP-Star luminescence, 30 min; inhibition, % at 10 µM; hit rate 0.12% among 330,000; AID 2544;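 active means inhibition reaching a set limit with compound at 10 µM in the primary screen, cut at about 35% in these data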;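 further: plate controls were DMSO wells with enzyme for no effect and no-enzyme buffer wells for full effect; values of inactives mirror those of a sister screen read the other way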
mIAP block: mouse IAP inhibition; AID 2806; hit rate 0.2% among 330,000; inhibition, % at 10 µM; purified mouse IAP, CDP-Star luminescence, 30 min;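 active means inhibition of at least 40% at 10 µM in the primary screen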;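 further: plate controls were DMSO with enzyme for no effect and no enzyme wells for full effect; values of inactives mirror those of a sister screen read the other way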
hIAP activ: human IAP activation. AID 2524. purified human IAP, CDP-Star luminescence, 30 min; stronger effect = higher value; 1 = vehicle-only enzyme, 0 = enzyme-free background. activation factor at 10 µM. hit rate 0.16% among 330,000;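 active means activation factor of the enzyme at least 2-fold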; further: the source names both 10 and 20 µM as test concentration; values of inactives mirror those of a sister screen read the other way
A3A deaminase: human APOBEC3A DNA deaminase inhibition; recombinant A3A, FAM/TAMRA ssDNA deamination fluorescence; inhibition, % at 20 µM; hit rate 0.41% among 330,000;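 active means at least 40% inhibition at 20 µM here, with at most 30% in a related deaminase screen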;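 further: plate controls were A3A with DMSO for no effect and wells lacking A3A enzyme for full effect; some results filed as inactive read as strong as hits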
Target sequence (P31941 whole entry, looked up): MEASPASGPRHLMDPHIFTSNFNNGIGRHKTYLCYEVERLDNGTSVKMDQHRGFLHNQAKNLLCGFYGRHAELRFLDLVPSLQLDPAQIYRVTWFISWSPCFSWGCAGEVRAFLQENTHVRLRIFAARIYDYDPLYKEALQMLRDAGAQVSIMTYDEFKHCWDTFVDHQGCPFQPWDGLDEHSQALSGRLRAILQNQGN
mIAP act: mouse IAP activation. activation factor at 10 µM. muIAP, CDP-Star luminescence, 30 min; stronger effect = higher value; 1 = vehicle-only enzyme signal, 0 = enzyme-free wells. hit rate 0.24% among 330,000. AID 2805;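 active means activation factor of at least 2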; further: the source names both 10 and 20 µM as test concentration; values of inactives mirror those of a sister screen read the other way
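System: Mouse IAP enzyme | Also added: CDP-Star substrate | Dosing: Compounds dispensed in DMSO | Schedule: 30 min enzyme-substrate-compound incubation at room temperature | Technique: Chemiluminescence readout | Control set: DMSO-only wells and no-enzyme negative control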
MIN6 prolif: induces beta-cell replication in MIN6 cells. AID 2380. hit rate 0.29% among 330,000. proliferation, % at 10 µM. MIN6 cells proliferation, ATPlite luminescence, 48 h; cells starved in 0.2% serum; 100% = growth in 10% serum;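 active means compounds whose signal lies at least 3.5 SD above the mean of all wells on their plate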;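 further: 0% = DMSO-treated cells in low-serum medium and 100% = 10% serum control; some compounds called inactive have numbers as strong as hits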
A3G deaminase: blocks human APOBEC3G single-stranded DNA deamination; recombinant A3G, ssDNA deamination FAM/TAMRA fluorescence; AID 493012; hit rate 0.28% among 330,000; Q9HC16; inhibition, % at 20 µM;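 active means inhibition of at least 40% at 20 µM, with no more than 30% in the related APOBEC3A deaminase screen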;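 further: plate controls were DMSO wells with A3G for no effect and wells lacking A3G enzyme for full effect; some compounds called inactive have numbers as strong as hits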
Target sequence (Q9HC16 whole entry, looked up): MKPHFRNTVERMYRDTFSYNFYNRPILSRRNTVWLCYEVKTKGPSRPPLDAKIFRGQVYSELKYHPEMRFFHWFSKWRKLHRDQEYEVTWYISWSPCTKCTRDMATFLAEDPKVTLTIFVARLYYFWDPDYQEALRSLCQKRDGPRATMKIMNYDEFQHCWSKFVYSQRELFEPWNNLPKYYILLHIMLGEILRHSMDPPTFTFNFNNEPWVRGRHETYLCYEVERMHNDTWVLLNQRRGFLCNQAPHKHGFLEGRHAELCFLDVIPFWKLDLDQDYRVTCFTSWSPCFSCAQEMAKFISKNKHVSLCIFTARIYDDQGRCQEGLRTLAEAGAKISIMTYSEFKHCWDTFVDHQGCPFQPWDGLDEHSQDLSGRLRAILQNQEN
MPTP block: permeability transition pore inhibition | isolated mouse mitochondria, Ca2+ swelling absorbance, 30 min | inhibition, % at 10 µM | hit rate 1.4% among 360,000;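 active means inhibition of 50% or more, scaled per plate between neutral and stimulator controls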;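 further: 0% = DMSO wells given calcium and 100% = 1 mM EGTA wells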
* marks the source's active call; other numbers are inactive results.

SMILES	ATG4B inhibitor	hIAP inh	mIAP block	hIAP activ	A3A deaminase	mIAP act	MIN6 prolif	A3G deaminase	MPTP block
COc1ccc(-c2noc(CN(C)S(=O)(=O)c3ccccc3)n2)cc1OC	-10.5	9.2	3.0	0.908	2.0	0.97	-1.4	2.2	1.2
CC(C)(C)NCC(O)COc1ccccc1C(=O)CCc1ccccc1 (configuration not stated)	-1.9	-2.8	13.8	1.03	-4.8	0.862	-2.0	-6.4	4.3
Cc1ccc(/C=C(\C#N)c2nc3ccccc3[nH]2)s1	-14.2	2.7	4.7	0.973	-1.5	0.953	-3.4	-0.9	2.0
CC1(C)Cc2ccccc2C(Nn2cnnc2)=N1	0.6	-0.9	-14.9	1.01	-3.5	1.15	-1.9	-4.3	-0.2
O=C(COC(=O)c1ccc(Br)o1)Nc1cccc(S(=O)(=O)N2CCOCC2)c1	-13.3	-18.2	2.7	1.18	-2.6	0.973	-1.4	-3.2	-1.1
Cc1cc(OCC(=O)NCC(c2cccs2)N2CCOCC2)ccc1C(C)C (configuration not stated)	0.2	5.1	-4.8	0.949	-0.4	1.05	-2.6	-5.5	3.2
CC(=O)c1sc(NC(=O)c2ccc(C(C)(C)C)cc2)nc1C	-8.5	-2.1	8.3	1.02	-2.7	0.917	-2.3	-11.2	1.1
Cc1cc(C(=O)N2CCC(Cc3ccccc3)CC2)no1	-5.2	-15.5	5.3	1.16	-4.5	0.947	-1.5	-3.6	1.5
N#C/C(C(N)=O)=C1/CCc2ccccc2N1	5.6	14.4	9.7	0.856	0.1	0.903	-0.4	3.0	0.3
COc1ccc(NC(=O)Cc2c(F)cccc2Cl)cc1	-1.5	1.7	-12.7	0.983	-3.8	1.13	-1.2	-4.2	-1.1
O=C(c1ccc2c3n(nc2c1)-c1ccc(Cl)cc1CO3)N1CCOCC1	-8.7	-0.9	-3.2	1.01	-6.3	1.03	-4.4	-12.3	-1.2
O=C(NC(=S)Nc1ccccc1)c1csnn1	-14.7	14.2	7.2	0.858	-3.3	0.928	-3.6	-9.0	1.2
COc1cccc(/C=N/NC(=O)c2ccccc2NC(=O)c2ccco2)c1OC	-6.5	8.5	17.4	0.915	0.2	0.826	-1.7	1.4	0.8
CC1(C)CC(=O)C(C=NCCN2CCN(C3CC(=O)N(c4ccc(Br)cc4)C3=O)CC2)=C(O)C1 (configuration not stated)	-10.6	-20.8	-0.7	1.21	-1.9	1.01	-2.4	-7.2	-3.0
CCCCN(C(=O)c1ccc(-n2nc(C)cc2C)cc1)c1c(N)n(CCC)c(=O)[nH]c1=O	-3.3	9.1	12.0	0.909	1.5	0.88	3.7	-5.0	-1.1
O=C(COC(=O)CNS(=O)(=O)c1cc(C(F)(F)F)ccc1Cl)NC1CC1	0.6	-14.4	4.8	1.14	2.4	0.952	-3.5	0.2	-0.8
O=C(Nc1ccccc1)/C(=C\c1ccccc1)NC(=O)c1ccco1	-1.4	-0.5	-6.4	1	0.4	1.06	-1.6	-1.7	0.5
N=C1/C(=C\c2ccc(OC(=O)c3ccc(F)cc3)cc2)C(=O)N=C2SC(N3CCOCC3)=NN12	-5.7	-12.3	14.1	1.12	-2.7	0.859	-4.9	-1.7	-0.9
NS(=O)(=O)c1ccc(CCNc2ccnc3cc(Cl)ccc23)cc1	0.8	15.9	3.2	0.841	4.3	0.968	-0.6	1.2	0.7
CC1=CCn2c(=O)c3ccccc3c(=O)n2C1	-9.7	-5.0	-1.8	1.05	0.3	1.02	-1.4	0.0	-0.1
CCN(CC)CCNC(=O)C1c2cc(OC)c(OC)cc2C(=O)N(C)C1c1cccs1 (configuration not stated)	2.6	-2.7	-6.2	1.03	1.1	1.06	1.0	-6.4	-1.2
CS(=O)(=O)N(Cc1ccc(F)cc1)Cc1nc2ccccc2c(=O)[nH]1	-18.3	-2.0	-13.6	1.02	2.3	1.14	1.6	-0.8	-2.0
Cc1noc(C(=O)Nc2ccc(C#N)cc2)c1Cl	0.1	-4.1	-6.8	1.04	4.0	1.07	-2.9	3.7	-0.8
O=C(O)CC1(CC(=O)Nc2ccc3ccccc3c2)CCCCC1	-5.7	-18.0	-2.4	1.18	-0.3	1.02	-1.6	-0.5	-0.8
COCCn1c(SC2CCCCC2=O)nnc1-c1ccncc1 (configuration not stated)	-11.3	-15.1	-6.0	1.15	-1.6	1.06	-3.6	-6.0	-1.9

(next part)
SMILES	ATG4B inhibitor	hIAP inh	mIAP block	hIAP activ	A3A deaminase	mIAP act	MIN6 prolif	A3G deaminase	MPTP block
Cc1cccnc1NC(=S)Nc1ccc(Cl)c(Cl)c1	-1.5	10.4	17.5	0.896	-4.1	0.825	-2.2	-2.4	89.6*
O=C(NNC(=O)c1ccc(Br)o1)c1ccc(NC(=O)c2ccccc2)cc1	11.7	-41.0	13.7	1.41	0.8	0.863	-3.4	-2.4	-1.1
Cc1cc(NC(=O)CSc2nnc(CNC(=O)c3ccccc3)o2)no1	-0.2	-2.2	-7.4	1.02	-0.7	1.07	1.2	8.9	-0.1
O=C(CNC(=O)c1ccccc1F)OCn1nnc2ccccc2c1=O	1.0	-0.5	-3.7	1	2.3	1.04	-0.5	2.2	0.1
NC(=O)c1sc2nc(-c3ccccc3)c3c(c2c1N)CCCC3	6.6	7.1	0.6	0.929	-4.6	0.994	4.4	-12.0	-2.1
CCOC(=O)C1CCCN(S(=O)(=O)c2cc3c4c(c2)CCC(=O)N4CCC3)C1 (configuration not stated)	1.6	7.8	12.0	0.922	-3.7	0.88	-2.2	-6.8	0.8
CCCCc1ccc(NC(=S)Nc2ccc(Nc3ccc(OC)cc3)cc2)cc1	-0.7	9.2	9.1	0.908	3.9	0.909	-6.4	-5.7	27.8
CCn1cc(NC(=O)Nc2ccccc2C(=O)OC)c(C(N)=O)n1	0.6	13.1	20.7	0.869	1.2	0.793	2.1	-2.5	-2.1
CCn1c(C)c(C(C)=O)c(N2CCN(c3ccc(OC)cc3)CC2)nc1=S	5.2	-18.0	10.5	1.18	-1.4	0.895	-2.4	-3.0	-2.6
O=C(NCc1ccccc1)C1CCCN1S(=O)(=O)c1ccc(Cl)cc1 (configuration not stated)	2.9	-5.9	1.5	1.06	-2.0	0.985	-1.2	-7.0	-0.6
C[C@H](CO)N1C[C@H](C)[C@@H](CN(C)Cc2ccc(-c3ccccc3)cc2)Oc2c(NS(=O)(=O)c3cccs3)cccc2C1=O	-19.7	9.8	7.2	0.902	-1.1	0.928	-5.6	-3.6	-3.0
O=C(COc1ccccc1)NC(Cc1c[nH]c2ccccc12)C(=O)O (configuration not stated)	-5.5	8.5	5.4	0.915	-2.2	0.946	-0.2	-3.8	0.4
Cc1[nH]nc2c1C(c1ccccc1F)CC(=O)N2 (configuration not stated)	-0.9	5.7	5.5	0.943	-0.1	0.945	-1.5	-4.9	-0.1
COc1ccc(C2CC(c3cccs3)=NN2C(=O)CCC(=O)O)cc1OC (configuration not stated)	7.2	-5.6	2.5	1.06	-5.9	0.975	1.1	-9.6	0.6
O=C(NC1=NCCS1)c1ccc(Cl)c(Cl)c1	8.5	-11.0	-4.6	1.11	-0.8	1.05	-1.8	-5.8	-3.4
CC1Cc2ccccc2N1S(=O)(=O)c1cccc(C(=O)NCCCn2ccnc2)c1 (configuration not stated)	20.4	-10.5	-2.7	1.1	-6.9	1.03	-2.6	-5.0	6.7
Cc1cccc(NC(=S)N2CCN(C(=O)c3ccco3)CC2)c1	-9.5	14.0	0.9	0.86	-1.5	0.991	-1.2	-0.8	-2.4
Cc1ccsc1C(=O)OCC(=O)Nc1nnc(-c2ccccc2)o1	9.6	-0.7	8.5	1.01	1.2	0.915	-1.6	-11.0	-0.9
CC(Sc1nnc(NC2CC2)s1)C(=O)Nc1ccc(N2CCOCC2)cc1 (configuration not stated)	0.4	-9.4	6.5	1.09	-2.3	0.935	3.5	-7.9	-1.2
O=C(NCCCN1CCOCC1)c1ccc2c(=O)n(CCc3ccccc3)c(=O)[nH]c2c1	-20.2	-9.1	-4.5	1.09	3.4	1.04	-1.6	-2.7	0.6
COc1ccc(-n2c(SCC(=O)NCC3CCCO3)nc3n[nH]c(C)c3c2=N)cc1 (configuration not stated)	0.7	-10.1	-4.4	1.1	-5.3	1.04	-3.2	0.0	0.1
COCCC(=O)NC1CCCc2c1cnn2-c1cccc(C)c1C (configuration not stated)	-7.2	9.4	4.6	0.906	-3.3	0.954	-0.6	-6.3	0.3
O=C1Nc2ccccc2C1=Nc1ccc(F)cc1	3.6	9.0	9.3	0.91	-2.1	0.907	-1.1	16.0	0.5
COc1ccc(OC(C)C(=O)NC2CC(C)(C)NC(C)(C)C2)cc1 (configuration not stated)	-9.1	-6.0	3.3	1.06	-2.8	0.967	-1.6	-5.2	0.1
COC(=O)c1ccc(-c2ccco2)n1Cc1cc(C)ccc1C	-1.9	0.7	-10.5	0.993	-2.0	1.1	-3.5	-7.7	-0.3

Three records drawn at random from those above, as already listed:
SMILES	ATG4B inhibitor	hIAP inh	mIAP block	hIAP activ	A3A deaminase	mIAP act	MIN6 prolif	A3G deaminase	MPTP block
Cc1[nH]nc2c1C(c1ccccc1F)CC(=O)N2 (configuration not stated)	-0.9	5.7	5.5	0.943	-0.1	0.945	-1.5	-4.9	-0.1
CS(=O)(=O)N(Cc1ccc(F)cc1)Cc1nc2ccccc2c(=O)[nH]1	-18.3	-2.0	-13.6	1.02	2.3	1.14	1.6	-0.8	-2.0
COc1ccc(-c2noc(CN(C)S(=O)(=O)c3ccccc3)n2)cc1OC	-10.5	9.2	3.0	0.908	2.0	0.97	-1.4	2.2	1.2

(list continues)
SMILES	ATG4B inhibitor	hIAP inh	mIAP block	hIAP activ	A3A deaminase	mIAP act	MIN6 prolif	A3G deaminase	MPTP block
Cc1cccc(CNC(=O)c2ccc3c(c2)N(C)CCS3)c1	21.2	-11.8	-16.6	1.12	-1.0	1.17	1.8	3.7	1.3
Cc1cnc(C(=O)Nc2ccc3c(c2)CCC3)cn1	5.9	5.0	5.1	0.95	2.5	0.949	-1.4	2.4	0.6
Cc1ccc(N(CC(=O)Nc2cccc(Cl)c2C)S(C)(=O)=O)cc1	-0.9	19.1	-2.9	0.809	23.3	1.03	-3.4	-3.3	0.2
CCOC(=O)c1c(S(=O)(=O)N2CCN(c3ccc(C(C)=O)cc3)CC2)c(C)n(C)c1C	-15.8	-22.6	2.2	1.23	-3.6	0.978	3.1	-7.3	-0.9
CCOC(=O)C1=C(C)NC(SCC(=O)Nc2cc(C)on2)=C(C#N)C1c1cccs1 (configuration not stated)	-6.8	18.5	-5.5	0.815	-4.1	1.05	-4.5	-5.6	4.3
Cc1ccc(C(=O)COC(=O)c2nc3nccc(C)n3n2)c(C)c1	-8.2	3.4	6.3	0.966	-1.2	0.937	2.5	-6.4	-0.4
O=C(c1cc(-c2ccccc2)nn1-c1ccccc1)N1CCN(S(=O)(=O)c2cccc(F)c2)CC1	4.0	1.1	10.9	0.989	-1.9	0.891	-5.5	-8.1	-0.4
CC(C)(C)C(=O)NC(=S)NCCc1ccccc1	5.2	-5.7	1.8	1.06	-0.5	0.982	-3.9	-0.1	1.5
Cc1cc(/C=C2\SC(=S)NC2=O)c(C)n1-c1ccccc1	22.6	13.5	43.4*	0.865	9.1	0.566	-4.0	6.9	5.7
CC[C@H](C)Cc1cn([C@@H](CCCCN)C(=O)NCCCCCCCCCCC(=O)N2CCNCC2)nn1	-8.2	11.7	-3.0	0.883	1.5	1.03	-3.1	-1.9	89.1*
CC(=O)N1N=C(c2cccs2)CC1c1ccc(C)o1 (configuration not stated)	1.4	-80.4	0.4	1.8	0.7	0.996	1.6	2.0	2.7
Cn1nnc(NC(=S)NC(=O)/C=C/c2ccco2)n1	-12.3	-10.3	37.2	1.1	23.6	0.628	-1.3	2.3	1.5
